# Compound activity from PubChem.
# Platelet DG rel: modulates dense granule release in human platelets | human platelet-rich plasma, SFLLRN dense granule ATP release, luminescence | inhibition, %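 (compounds screened at 7.5 µM in platelet-rich plasma)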 | 300,000 compounds, 0.22% hits;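 active = mean replicate score, as percent of positive control, at or above 50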
# HIF act: HIF pathway transcriptional activation; 300,000 compounds, 0.32% hits; activation, % at 7.5 µM (by protocol); U2OS HRE-luciferase reporter, luminescence; normalized: DMSO 0%, desferrioxamine 100%;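 active = mean activation of at least 10% of the iron chelator positive control signal, with at least half of replicates also reaching 10%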
# MrgX1 antagonist: human MrgX1 receptor antagonism, primary screen; Q96LB2; MRGX1-HEK293 calcium flux, Fluo-4, BAM8-22 antagonism; stronger effect = lower value; B-score at 10 µM; 310,000 compounds, 1.3% hits;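 active = calcium-response B-score plate-corrected more than 3 library SD below zero, starting fluorescence within 5 deviations, no agonist response on first addition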;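 note: peak minus trough fluorescence over baseline after final BAM8-22 challenge near maximal dose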
# TRPC6 act: activates the mouse TRPC6 cation channel | HEK293-TRPC6 membrane potential dye fluorescence; stronger effect = higher value | B-score at 10 µM | 310,000 compounds, 0.13% hits;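 active = B-score of the integrated fluorescence ratio above library mean plus 3 SD, and starting fluorescence ratio within library mean plus 5 SD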;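 note: higher score means more depolarization so channel activation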
# SKKanGAS inh: blocks kanamycin growth of S. pyogenes SKKanGAS strain | 300,000 compounds, 1.3% hits | inhibition, % at 7.5 µM | BacTiter-Glo, 6 h | AID 1662;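 active = mean replicate score, as percent of positive control median, at least 50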;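 note: strain carries kanamycin resistance gene driven by streptokinase promoter and grows in 40 µg/ml kanamycin; loss of luminescence reflects streptokinase promoter inhibition or plain growth inhibition; 0% = median of DMSO wells and 100% = positive control at its reference dose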
# MrgX1 agonist: human MrgX1 receptor agonism, primary screen; 310,000 compounds, 0.44% hits; MrgX1-HEK293 cells, Fluo-4 calcium fluorescence, agonist mode; stronger effect = higher value; B-score at 10 µM; Q96LB2; AID 588627;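 active = calcium response B-score plate-corrected fluorescence ratio at least 3 library SD, with starting fluorescence B-score inside 5 SD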
#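 Assay system: stable human MrgX1 HEK293 cell line. Quantity: 15,000 cells per well. Schedule: cells plated overnight, dye loaded 0.5 h 37 °C, 0.5 h room temperature. Detection: Fluo-4 NW calcium-flux fluorescence, kinetic read. Read-out basis: peak-minus-minimum fluorescence over baseline, converted to B scores. Control set: positive and negative control wells on each plate.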
# RGS4 act: RGS4 potentiation or activation | HEK293 M3R/inducible RGS4, carbachol calcium flux Fluo4; stronger effect = lower value | B-score at 10 µM | 310,000 compounds, 0.92% hits;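 active = B-score of the integrated calcium signal more than 4 SD below the library mean, with starting fluorescence not abnormally high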;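 note: negative B-score means reduced calcium response which marks RGS4 activation or potentiation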
#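 Reagent: ECmax carbachol challenge; Test system: M3R-expressing HEK293 line, RGS4 induced by doxycycline; Schedule: overnight RGS4 induction, 30 min dye load 37 °C, 20 min compound RT; Detection: calcium dye Fluo4 fluorescence; Read-out: Agonist-evoked peak-minus-minimum fluorescence over baseline, integrated ratio, B score.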
# TRPC6 inhibitor: blocks the mouse TRPC6 cation channel; B-score at 10 µM; AID 2553; 310,000 compounds, 1.1% hits; Q61143; HEK293-TRPC6, membrane potential dye, ACh-evoked depolarization; stronger effect = lower value;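 active = B-score under library mean minus 3 SD, initial fluorescence not abnormally high, positive integrated signal ratio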;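 note: B-score derived from integrated fluorescence ratio over the kinetic read; more negative B-score means stronger inhibition of depolarization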
# RGS4 inh: human RGS4 inhibition. HEK293 M3R/RGS4 inducible, Fluo-4 calcium flux; stronger effect = higher value; triggered by carbachol at its EC20. B-score at 10 µM. 310,000 compounds, 0.45% hits. AID 463165;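 active = B-score, a plate-corrected calcium signal, over three deviations above library mean, with baseline fluorescence within five deviations of library mean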;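 note: RGS4 expression induced by doxycycline in cells with stable M3 receptor; B-score is computed from the integrated fluorescence ratio over baseline after carbachol; higher B-score means a larger calcium signal and so more RGS4 inhibition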
# TRPC4 inh: TRPC4 (mouse) channel inhibition. Q9QUQ5. HEK293 TRPC4beta/mu-opioid, DAMGO-evoked Fluo4 calcium flux; stronger effect = lower value. B-score at 10 µM. 300,000 compounds, 0.39% hits;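 active = B-score over 3 SD under the library average, no early fluorescence shift, positive overall ratio signal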
# Target sequence (Q9QUQ5 whole entry, looked up): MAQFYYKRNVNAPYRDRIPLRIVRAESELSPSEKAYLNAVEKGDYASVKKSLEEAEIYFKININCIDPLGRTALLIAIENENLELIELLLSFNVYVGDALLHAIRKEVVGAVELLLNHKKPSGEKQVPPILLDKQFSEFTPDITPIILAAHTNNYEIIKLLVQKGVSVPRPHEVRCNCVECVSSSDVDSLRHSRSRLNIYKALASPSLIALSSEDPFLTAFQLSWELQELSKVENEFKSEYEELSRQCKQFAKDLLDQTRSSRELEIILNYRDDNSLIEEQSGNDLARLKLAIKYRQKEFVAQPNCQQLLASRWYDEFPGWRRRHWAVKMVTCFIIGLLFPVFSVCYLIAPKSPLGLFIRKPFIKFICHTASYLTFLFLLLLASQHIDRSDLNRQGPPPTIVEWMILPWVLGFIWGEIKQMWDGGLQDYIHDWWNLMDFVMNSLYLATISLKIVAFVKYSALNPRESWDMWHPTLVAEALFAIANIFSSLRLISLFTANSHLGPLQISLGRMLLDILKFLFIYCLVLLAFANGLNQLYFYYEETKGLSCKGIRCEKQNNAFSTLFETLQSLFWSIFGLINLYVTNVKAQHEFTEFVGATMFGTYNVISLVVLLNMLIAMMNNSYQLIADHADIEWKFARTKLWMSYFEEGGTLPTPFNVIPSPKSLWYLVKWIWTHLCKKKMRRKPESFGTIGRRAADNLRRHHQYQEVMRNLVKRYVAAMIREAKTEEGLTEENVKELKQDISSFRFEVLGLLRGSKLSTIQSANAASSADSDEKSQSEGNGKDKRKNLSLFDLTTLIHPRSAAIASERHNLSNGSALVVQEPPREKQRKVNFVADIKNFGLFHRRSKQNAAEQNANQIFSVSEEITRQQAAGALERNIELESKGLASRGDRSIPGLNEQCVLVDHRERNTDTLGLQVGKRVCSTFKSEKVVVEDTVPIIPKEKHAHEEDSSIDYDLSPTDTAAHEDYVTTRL
#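 Material: HEK293 cells with stable TRPC4beta plus mu-opioid receptor expression; probe or stimulus: DAMGO in two steps, submaximal then maximal; technique: Fluo4 calcium fluorescence by kinetic imaging, 5 s 1 Hz baseline; measure: integrated fluorescence ratio relative to baseline, converted to per-well B score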
# MrgX1 PAM: allosterically activates human MrgX1 receptor signaling; MrgX1-HEK293, Fluo-4 calcium flux, FDSS; stronger effect = higher value; B-score at 10 µM; 310,000 compounds, 0.63% hits;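 active = plate-corrected calcium response at least 3 library SD above typical, normal starting fluorescence, not activating the receptor alone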;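 note: compound read alongside a low EC10 to EC30 dose of BAM8-22 agonist; peak minus trough fluorescence over baseline measured at the second addition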
# Active calls of the source: *; i = inactive. An unsorted share of the library. About 6.1% of those tested had a hit in this group.
cpd | mol | Platelet DG rel | HIF act | MrgX1 antagonist | TRPC6 act | SKKanGAS inh | MrgX1 agonist | RGS4 act | TRPC6 inhibitor | RGS4 inh | TRPC4 inh | MrgX1 PAM
1 | O=C(NCC(c1ccco1)N1CCc2ccccc2C1)C(=O)Nc1ccc(F)cc1F (configuration not stated) | -3 | 2.5 | -5.8* | i | 2 | i | i | i | i | i | i
2 | COc1ccc(C(=O)CC(=O)C(=O)Nc2ccc(OC)c(Cl)c2)cc1 | -8 | -7.3 | -5.1* | i | -5 | i | i | i | i | i | i
3 | CCOC(=O)c1cc(CC)sc1NC(=O)COC(=O)C1CCC1 | 47 | -0.2 | i | i | -12 | i | i | i | i | i | i
4 | O=C(CNC(=O)c1ccccn1)N=Nc1c(O)[nH]c2ccccc12 | 1 | -0.1 | i | i | 12 | i | i | i | i | i | i
5 | CC(C)N1CCN(Cc2ccccc2-c2ccco2)CC1CCO (configuration not stated) | 0 | -0.2 | i | i | -4 | i | i | i | i | i | i
6 | N#CCCn1cc(/C=N/O)c(-c2ccc(Cl)cc2)n1 | -12 | -0.8 | i | i | 3 | i | i | i | i | i | i
7 | CCOc1ccc(C(=O)NCCN2CCCCC2)c(OCC)c1 | 3 | -0.4 | i | i | -1 | i | i | i | i | i | i
8 | Cc1ncc(CN2CCC(n3nccc3NC(=O)c3ccccc3)CC2)s1 | 1 | -0.3 | i | i | 16 | i | i | i | i | i | i
9 | COc1ccc(CN(CC2CCC(C(=O)O)CC2)C(=S)Nc2cccc(C)c2)cc1 (configuration not stated) | 1 | 1.0 | i | i | 7 | i | i | i | i | i | i
10 | Cc1ccc(OCC(=O)N2CCN(C(=O)c3cccc(F)c3)CC2)cc1 | -4 | 0.7 | i | i | -3 | i | i | i | i | i | i
11 | O=Nc1c(O)n(Cc2ccc(Cl)cc2)c2ccccc12 | -3 | -1.0 | i | i | 8 | i | i | i | i | i | i
12 | OCCN1CCN(C(=S)c2ccc(-c3ccccc3)cc2)CC1 | 7 | -3.1 | i | i | 0 | i | i | i | i | i | i
13 | Nc1nc(SCC(=O)Nc2ccccc2)[nH]c(=O)c1-c1ccccc1 | 6 | -0.1 | i | i | 1 | i | i | i | i | i | i
14 | CCOc1cc(/C=N/NC(=O)c2ccncc2)ccc1OC(=O)c1ccccc1 | -4 | -0.2 | i | i | 31 | i | i | i | i | i | i
15 | CCN(CC(=O)Nc1c(F)cccc1F)C(=O)CN1C(=O)NC2(CCCC2)C1=O | -2 | -0.1 | i | i | 4 | i | i | i | i | i | i
16 | CCc1nc2oc3ccccc3c(=O)c2c(=O)n1Cc1ccccc1 | 7 | -0.3 | i | i | 12 | i | i | i | i | i | i
17 | Cc1ccc(-c2ccccc2)n1-c1ccc(C(=O)O)cc1 | -1 | 1.3 | -4.6* | i | -5 | i | i | i | i | i | i
18 | COc1ccc(-n2cnnc2SCC(=O)Nc2cc(C)on2)cc1 | -2 | 0.0 | i | i | -15 | i | i | i | i | i | i
19 | CC(=N)c1c(O)c2ccccc2oc1=O | 0 | 0.5 | i | i | 2 | i | i | i | i | i | i
20 | CCC(=O)NC(c1cccs1)c1cc([N+](=O)[O-])c2cccnc2c1O (configuration not stated) | 6 | 5.8 | i | i | 47 | i | i | i | i | i | i
21 | CC(C)CCSc1nc2ccccc2[nH]1 | -1 | 3.5 | i | i | -10 | i | i | i | i | i | i
22 | O=C(CSc1n[nH]c(C2CCCC2)n1)NC1CCCC1 | -3 | -0.3 | i | i | 3 | i | i | i | i | i | i
23 | O=C(Nc1cccs1)N1CCN(c2ncccn2)CC1 | 1 | 0.0 | i | i | -3 | i | i | i | i | i | i
24 | Cc1ccccc1C(=O)N1CCC(C(=O)Nc2ccccc2Cl)CC1 | -2 | 0.3 | i | i | -2 | i | i | i | i | i | i
25 | CC1(C)[C@H]2CC[C@]1(C)[C@@H](OC(=O)C[N+]1(C)CCOCC1)C2 | -11 | -1.0 | i | i | -11 | i | i | i | i | i | i
26 | CCOC(=O)N1CCN(C(=O)CSCc2ccc(Cl)cc2)CC1 | -6 | 0.5 | i | i | -21 | i | i | i | i | i | i
27 | CCOC(=O)c1nnn(CC(=O)Nc2cccc(Cl)c2C)c1C(=O)OCC | 2 | -15 | i | i | -5 | i | i | i | i | i | i
28 | Cc1ccc(C(C)NC(=O)Cn2nc(C)c([N+](=O)[O-])c2C)cc1 (configuration not stated) | 2 | -0.5 | i | i | -3 | i | i | i | i | i | i
29 | CC(C)Cn1c(N)c(C(=O)CSc2nc3ccccc3n2C)c(=O)n(C)c1=O | 9 | -0.3 | i | i | -2 | i | i | i | i | i | i
30 | O=C(C1=C[C@H](c2ccc(C(F)(F)F)cc2)C[C@H](OCCCCO)O1)N1CCN(Cc2ccccc2)CC1 | 1 | -0.5 | i | i | 5 | i | i | i | i | i | i
31 | C=CCOc1ccc(/C=C2\N=C(C)OC2=O)cc1OC | -1 | -0.8 | i | i | -15 | i | i | i | i | i | i
32 | Cc1cc(C(=O)CSc2nc(N)cc(=O)[nH]2)c(C)n1CCc1ccc(F)cc1 | 1 | 0.1 | i | i | 8 | i | i | i | i | i | i

33. COc1ccc(CN=Cc2[nH]c3ccc(Br)c(Cl)c3c2O)cc1
34. CCc1sc(C(=O)N2CCN(S(C)(=O)=O)CC2)cc1Br
35. C=CCn1cc(C(=O)OC)c(=O)c2cc(S(=O)(=O)N3CCC(C)CC3)ccc21
36. CC1(C)Cc2c(c(N3CCOCC3)nc3sc4c(NCC5CCCO5)nnnc4c23)CS1 (configuration not stated)
37. COC(=O)[C@H](C)NC(=O)Nc1ccccc1C(F)(F)F
38. Cc1ccc(NC(=S)NCCc2ccccc2)c(C)c1

screen / no. | 33 | 34 | 35 | 36 | 37 | 38
Platelet DG rel | -8 | 14 | 13 | 15 | -2 | 16
HIF act | -0.4 | 0.0 | 0.2 | -0.4 | -0.1 | 0.0
MrgX1 antagonist | i | i | i | i | i | -5.2*
TRPC6 act | 16* | i | i | i | i | i
SKKanGAS inh | 11 | 5 | -4 | 14 | -14 | -1
MrgX1 agonist | 37* | i | i | i | i | i
RGS4 act | i | i | i | i | i | i
TRPC6 inhibitor | i | i | i | i | i | i
RGS4 inh | i | i | i | i | i | i
TRPC4 inh | i | i | i | i | i | i
MrgX1 PAM | i | i | i | i | i | i

39. C=CCNC(=O)COc1ccc(S(=O)(=O)N2CCCC2)cc1
40. CCn1c(SCC(=O)NCC2CCCO2)nnc1-c1ccc(S(=O)(=O)N2CCN(C)CC2)cc1 (configuration not stated)
41. Cc1nonc1NC(=O)CSc1nc2c(C)cccc2cc1C#N
42. Cc1ccc(S(=O)(=O)NC2=C(N3CCN(Cc4ccccc4)CC3)C(=O)c3ccccc3C2=O)cc1
43. O=C(CCN1C(=O)[C@H]2CC=CC[C@H]2C1=O)NCc1nc(-c2ccccc2)no1
44. Cn1nnnc1SCCNCc1cccnc1

screen / no. | 39 | 40 | 41 | 42 | 43 | 44
Platelet DG rel | 1 | 0 | 2 | -4 | 4 | 7
HIF act | -0.8 | -0.1 | 0.9 | -0.2 | -0.2 | 0.7
MrgX1 antagonist | i | i | i | i | i | i
TRPC6 act | i | i | i | i | i | i
SKKanGAS inh | -2 | -2 | 0 | 1 | -1 | -1
MrgX1 agonist | i | i | i | i | i | i
RGS4 act | i | i | i | i | i | i
TRPC6 inhibitor | i | i | i | i | i | i
RGS4 inh | i | i | i | i | i | i
TRPC4 inh | i | i | i | i | i | i
MrgX1 PAM | i | i | i | i | i | i

45. Cc1ccc(/C(=N\S(=O)(=O)c2ccc(Br)cc2)Nc2ccccc2C)cc1
46. CC(C)Cc1nnc(NC(=O)CCC(=O)N2CCN(S(=O)(=O)c3ccccc3)CC2)s1
47. Cc1ccc(N2C(N)=C(C#N)C3(C(=O)N(C)c4ccccc43)C3=C2CC(C)(C)CC3=O)cc1Cl (configuration not stated)
48. O=C(Cc1csc(Nc2nc(=S)[nH]c3ccccc23)n1)NCCCN1CCN(c2ccccc2F)CC1
49. Cc1ccccc1Nc1nc(N)nc(COC(=O)c2cccn2C)n1
50. Cc1cc(C)cc(NC(=O)C(Nc2ccccc2)c2ccccc2)c1 (configuration not stated)
51. COCCNC(=O)CCCn1c(=O)c2cc(OC)c(OC)cc2n(CC(=O)c2cccc(OC)c2)c1=O

screen / no. | 45 | 46 | 47 | 48 | 49 | 50 | 51
Platelet DG rel | -6 | -6 | 1 | 10 | -2 | 0 | 2
HIF act | -0.1 | -0.1 | 0.1 | -0.1 | -0.2 | -0.1 | 0.0
MrgX1 antagonist | i | i | i | i | i | i | i
TRPC6 act | i | i | i | i | i | i | i
SKKanGAS inh | 0 | -2 | 1 | 9 | 3 | 10 | -5
MrgX1 agonist | i | i | i | i | i | i | i
RGS4 act | i | i | i | i | i | i | i
TRPC6 inhibitor | i | i | i | i | i | i | i
RGS4 inh | i | i | i | i | i | i | i
TRPC4 inh | i | i | i | i | i | i | i
MrgX1 PAM | i | i | i | i | i | i | i
